# Screening results from PubChem.
# CXXC DNA block: inhibitors of human MLL CXXC domain-DNA interaction | Q03164 | MLL-CXXC / FITC-HOXA9 DNA fluorescence polarization | Potency, µM (series often up to 115 µM), for inactives: top-dose activity change, negative = inhibition, usual class: inhibitors | 0.037% of 290,000 active | AID 2662; active = well fitted inhibition curve with a large enough effect in the polarisation, with a control signal flat, not every such curve was filed as active; inconclusive = small, poorly fitted or top-dose-only effect, or effect the other way, or a change in a side signal; inactive = no such curve, though single readings can be large or run the other way; the % refers to the polarisation; also: potency is read from the fitted curve at half-maximal effect
#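 Fluorescence polarization: 7 uM MLL-CXXC (stock) preincubated 5 min with compounds, then 50 nM fluorescein-HOX-A9 DNA (stock) added; 30 min ambient. Buffer 50 mM Tris-HCl pH 7.5, 50 mM NaCl, 1 mM DTT, 0.05% BSA.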
# Integrin act MD: activates integrin-mediated alleviation for muscular dystrophy; alpha7betagal myoblasts, beta-gal FDG fluorescence, 48 h; Potency, µM (doses to about 38.3 µM), inactives show at the highest dose activation, actives largely listed as activators; 0.064% of 350,000 active; AID 624291;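 also: potency is read from the fitted curve at half-maximal effect; 100% = response of the positive control SU9516; nearly all actives have a fitted effect of over 60% in size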
#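 Alpha7betagal+/- myoblasts (passage 13) were plated 16-24 hr, then exposed to compounds (1:260 dilution of DMSO stock) for 48 hours at 37C. After MPER lysis, β-galactosidase reporter activity was read as FDG fluorescence (ex 480/em 540) after 30 minutes.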
# Coupling enz: counter-screen for Giardia aldolase inhibitors: coupling enzyme system; activity change, negative = inhibition, % at 58.2 µM, hits read low; coupling enzyme system counterscreen, AmpLite Red fluorescence; 0.67% of 290,000 active; in the data active = activity change below about -30%; also: % is scaled to controls: 0 for no effect and ±100 for the full control effect
#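 Activity here indicates interference with the coupling reaction, not aldolase inhibition. Compounds at 57.5 uM final met coupling enzymes for 10 min at RT; substrate and AmpLite Red detection followed, with a 525/598 nm fluorescence read after 20 min.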
# hERG WT inh: KCNH2 (human, wildtype) channel inhibition; U2OS, BacMam KCNH2, thallium flux FluxOr; stronger effect = lower value; Q12809; activity change, % at 1.84 µM; 0.37% of 340,000 active;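 active = maximum activity change below -70%; inconclusive = maximum activity change between -70% and -50%; inactive = maximum activity change above -50%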; also: % is scaled to controls: 0 for no effect and ±100 for the full control effect
#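 U2OS cells transduced with wild-type KCNH2 virus are loaded with FluxOr dye for 45 min, and thallium flux is measured in kinetic reads before and after stimulation buffer. Rate constants are normalized to DMSO controls.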
# GALK inhibitor: inhibitors of human galactokinase; P51570; Purified GALK, Kinase-Glo residual ATP luminescence; Potency, µM (doses to about 57.5 µM), for the others: top-dose activity change, negative = inhibition, usual class: inhibitors; 0.007% of 270,000 active; AID 1868; also: potency is read from the fitted curve at half-maximal effect; % is scaled to controls: 0 for no effect and ±100 for the full control effect
# Target sequence (P51570 whole entry, looked up): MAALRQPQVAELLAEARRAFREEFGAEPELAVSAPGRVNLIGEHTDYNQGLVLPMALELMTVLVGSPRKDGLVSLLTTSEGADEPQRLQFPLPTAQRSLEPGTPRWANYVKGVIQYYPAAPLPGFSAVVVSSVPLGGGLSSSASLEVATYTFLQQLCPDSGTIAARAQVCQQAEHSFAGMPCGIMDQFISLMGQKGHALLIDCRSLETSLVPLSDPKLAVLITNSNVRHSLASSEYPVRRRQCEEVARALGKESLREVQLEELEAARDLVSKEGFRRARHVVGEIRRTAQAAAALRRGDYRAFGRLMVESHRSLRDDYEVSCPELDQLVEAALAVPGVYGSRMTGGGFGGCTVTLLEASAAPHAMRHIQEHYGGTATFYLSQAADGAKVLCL
#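 Human GALK (5 nM) with 35 uM ATP and 100 uM galactose in 20 mM HEPES pH 8.0, 5 mM MgCl2, 60 mM NaCl, 1 mM DTT, 0.01% BSA. After 1 h at room temperature, leftover ATP was read by Kinase-Glo Plus luminescence.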
# MBNL1-CUG inh: inhibitors of human MBNL1 binding to CUG repeat RNA | TR-FRET MBNL1-His/biotin-(CUG)12 binding, 665/545 ratio | Potency, µM (doses to about 57.5 µM), for inactives: at the top dose activity change, negative = inhibition, most hits filed as inhibitors | 0.036% of 280,000 active; active = well fitted inhibition curve with a large enough effect in the signal ratio, with a control signal flat, not every such curve was filed as active; inconclusive = small, poorly fitted or top-dose-only effect, or effect the other way, or a change in a side signal; inactive = no such curve, though single readings can be large or run the other way; the % refers to the signal ratio; also: potency is read from the fitted curve at half-maximal effect; % is scaled to controls: 0 for no effect and ±100 for the full control effect
#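 MBNL1-His + Biotin-(CUG)12, cpd titration 92 nM–58 uM; Tb anti-His Ab 0.055 ng/ul, SA-XL665 5 nM (final); 60 min RT; ratiometric 665/545 nm, Ex 340 nm; normalized to buffer and full-complex controls.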
# ASM inhibitor: blocks human secretory acid sphingomyelinase. Potency, µM (titrated, usually from 57.5 µM), inactives show top-dose activity change, negative = inhibition, most hits filed as inhibitors. P17405. 0.006% of 340,000 active. placental ASM, HMU-PC fluorogenic substrate, 60 min. AID 504937; also: potency is read from the fitted curve at half-maximal effect
# Target sequence (P17405 47-631 limits assumed): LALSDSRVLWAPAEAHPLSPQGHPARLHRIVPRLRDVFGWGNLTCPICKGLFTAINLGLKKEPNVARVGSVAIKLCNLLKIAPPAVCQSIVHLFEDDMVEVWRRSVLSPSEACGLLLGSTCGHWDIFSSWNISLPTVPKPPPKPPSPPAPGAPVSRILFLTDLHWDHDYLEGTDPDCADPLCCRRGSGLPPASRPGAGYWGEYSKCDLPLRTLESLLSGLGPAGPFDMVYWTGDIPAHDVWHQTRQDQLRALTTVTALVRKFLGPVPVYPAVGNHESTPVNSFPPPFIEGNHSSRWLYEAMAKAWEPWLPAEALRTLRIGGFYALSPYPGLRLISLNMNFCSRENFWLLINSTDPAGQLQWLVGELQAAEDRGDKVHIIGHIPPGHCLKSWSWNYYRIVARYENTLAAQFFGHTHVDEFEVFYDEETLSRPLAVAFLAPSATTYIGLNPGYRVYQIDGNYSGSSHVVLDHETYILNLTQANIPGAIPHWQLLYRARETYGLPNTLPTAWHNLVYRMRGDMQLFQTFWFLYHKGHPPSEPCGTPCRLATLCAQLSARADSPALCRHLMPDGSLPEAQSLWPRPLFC
#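 Human placenta-derived ASM enzyme was preincubated with compound for 10 minutes at room temperature, then given fluorogenic substrate HMU-PC0 (9 uM final) for 60 minutes at 37 °C; a pH 10 stop preceded fluorescence reading at Ex 386/Em 447 nm.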
# KCNH2 3.1 inh: KCNH2 3.1 (human) potassium channel inhibition | U2OS KCNH2 3.1, thallium flux FluxOr; stronger effect = lower value | activity change, % (tested at about 1.8 µM) | 0.95% of 340,000 active;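 active = maximum activity change below -70%; inconclusive = maximum activity change from -70% to -50%; inactive = maximum activity change above -50%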;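 also: thallium influx rate constant from kinetic fluorescence after stimulation buffer; % is scaled to controls: 0 for no effect and ±100 for the full control effect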
#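 Kinetic fluorescence (2 min after stimulation buffer) measures Tl+ influx through KCNH2 3.1 expressed by viral transduction in U2OS cells; the rate constant is normalized against DMSO controls serving as positive and negative references.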
# AT treatment: potential ataxia-telangiectasia treatments restoring KAP-1 phosphorylation | […] A-T fibroblasts, KAP-1 phosphorylation AlphaLISA; neocarzinostatin DNA damage 30 min before lysis | Potency, µM (doses to about 57.5 µM), without a hit: at the top dose activation, hits mostly activators | 0.19% of 320,000 active; also: potency is read from the fitted curve at half-maximal effect; % of control where 0% means no effect; nearly all actives have a fitted effect of over 45% in size
#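 ATM-like activity read as KAP-1 phosphorylation via AlphaLISA donor/acceptor antibody pairs after lysis and 6 hr at 25C. Cells were ATM-null patient fibroblasts ([…], hTERT), dosed 60 min, then exposed to the DSB inducer NCS for 30 min.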
# TRPV1 agonist: agonists of human vanilloid receptor 1 (TRPV1) | TRPV1-expressing cells, Fluo-8 calcium influx, agonist mode | activation, % at 8.33 µM | 0.19% of 320,000 active | AID 540275; in the data active = activation above about 80%; inconclusive = between about 30% and that limit; also: 0% is about no effect
#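 Cells expressing TRPV1 were dye-loaded with Fluo-8 and read kinetically: 10 s baseline, 3 min after compound (agonist portion), then 2 min after EC20 capsaicin (allosteric enhancer portion). Calcium-bound dye fluorescence at 480/520 nm.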
# * marks the source's active call; other numbers are inactive results; ? = inconclusive; / = not tested or not shown; [ ] = remark or other dose. Unless noted, calls follow the shape of the dose curve; as a rule, active = well fitted curve in the direction sought with a large enough effect; inconclusive = small, poorly fitted or top-dose-only effect, or another doubt; inactive = no such curve, though single readings can be large; an effect the other way counts as inactive or inconclusive.
# Under each structure – Coupling enz	CXXC DNA block	KCNH2 3.1 inh	TRPV1 agonist	AT treatment	GALK inhibitor	ASM inhibitor	hERG WT inh	Integrin act MD	MBNL1-CUG inh
CC(C)(C)NC(=O)c1ccc2c(c1)N(CC(=O)N1CCCC1)C(=O)C(C)(C)O2
  1	-3%	-18	1	7%	-1%	0%	17	7%	-4%
CCS(=O)(=O)N1Cc2ccccc2CC1C(=O)Nc1nc2ccc(F)cc2s1 (stereo not drawn)
  -2	0%	8	0	3%	-2%	0%	-5	-7%	/
CCOC(=O)/C(C#N)=C\c1ccc(CC)s1
  -3	0%	5	6	-4%	1%	1%	-1	17%	?
COc1ccc(Br)cc1/C=N/Nc1ccc(Cl)c(C(=O)O)c1
  6	-7%	12	-3	17%	4%	10%	6	1%	10%
COc1ccc(S(=O)(=O)n2cccc2)c(OC)c1
  -4	16%	1	1	-2%	-2%	1%	1	10%	-6%
Brc1ccc(CNc2nc3ccccc3n2CCN2CCCCC2)cc1
  -1	7%	16	5	-9%	10%	5%	-6	-70%[inhibitor]	-15%
O=c1c2c(nc3nc(NCc4cccc(Cl)c4)[nH]n13)CCC2
  -7	-6%	5	2	-8%	2%	-4%	-5	-7%	1%
COc1cc(OC)cc(C(=O)N[C@H](C(=O)OCC(=O)Nc2cccnc2Cl)C(C)C)c1
  /	/	14	6	-2%	/	6%	-4	36%	/
CCOc1cc(NS(=O)(=O)CC)c(OCC)cc1NC(=O)c1ccco1
  -21	-16%	-10	-2	19%	0%	-3%	4	-10%[7.66 µM]	0%
COc1cc(C(=O)NC(CCSC)C(=O)OCC(=O)NC(=O)C2CCCCC2)cc(OC)c1OC (stereo not drawn)
  4	4%	1	-2	-2%	3%	-3%	18	-14%	-3%
COC(=O)c1cn(C(=O)/C=C/c2ccc(OC)c(OC)c2)c2ccccc12
  1	?	-4	2	8%	2%	115%[activator]	0	-37%	-1%
CCCc1nc2c(s1)CCc1onc(-c3ccc(Br)cc3)c1-2
  /	/	-3	/	/	/	-16%	-8	18%	/
CCc1cccc(C)c1NC(=S)NCC1CCN(c2ccc(OC)cc2)C1 (stereo not drawn)
  -6	11%	-14	10	-5%	0%	-8%	-10	1%	-3%
CCc1cccc(C)c1NC(=S)NCc1ccc2c(c1)cc(C)n2C
  0	15%	21	19	0%	/	-7%	4	-16%	34%[activator]
O=C(c1cc(S(=O)(=O)N2CCN(c3ccccc3)CC2)ccc1Cl)N1CCCCCCC1
  /	/	-4	?	0%	/	-1%	7	-34%	/
CC(C)(C)OC(=O)C[C@@H]1C/C=C\C[C@H](CC(=O)N(CCO)Cc2ccccc2)C(=O)N[C@@H](c2ccccc2)COC1=O
  /	/	-3	/	0%	/	-7%	32	28%	/
CC(Oc1ccccc1F)C(=O)NC1CCS(=O)(=O)C1 (stereo not drawn)
  -1	2%	-5	-2	2%	-7%	3%	1	-11%	-1%
COc1ccc(S(=O)(=O)CCC(=O)N2CC(=O)N(CCc3ccccc3)C(=O)C2)cc1
  2	-11%	-19	1	4%	0%	0%	3	-4%	-10%
O=C1Cc2cc(S(=O)(=O)N3CCNCC3)ccc2N1
  /	/	-4	/	15%	/	3%	-3	-10%	/
Cc1cc(C)cc(NC(=S)N2C3CCCC2CC(NC(=O)C2CC2)C3)c1 (stereo not drawn)
  -1	12%	0	0	9%	2%	3%	-19	0%	-2%
COc1ccccc1-n1c(-c2ccc(F)cc2)coc1=O
  -3	-1%	12	8	19%	-1%	-4%	-4	?	8%
O=C(CCN1C(=O)c2ccccc2C1=O)Nc1ccc2c(c1)OCCO2
  -2	6%	-8	/	15%	1%	2%	11	14%	?
CCCSc1nc(N)cc(=O)[nH]1
  0	-7%	-4	4	-10%	0%	2%	-9	-40%	-2%
CC(O)c1cccc(-c2ccc(CN3C[C@]4(CO)O[C@@H](CO)C[C@@H]4S3(=O)=O)cc2)c1 (stereo partly drawn)
  /	/	1	/	9%	/	2%	-2	8%	/
COc1cccc(CNC(=O)C2CCC(CNc3c(N4CCC(C)CC4)c(=O)c3=O)CC2)c1 (stereo not drawn)
  1	-2%	14	16	9%	1%	-1%	13	8%	-5%
Cc1cccc(NC(=O)COC(=O)CSc2ccccc2)c1C
  /	/	-3	20	2%	/	-1%	5	?	/
COc1ccc(Cl)cc1C(=O)NNC(=O)COC(=O)CC(NC(C)=O)c1ccccc1 (stereo not drawn)
  /	/	-1	1	22%	/	5%	-13	5%	/
COC(=O)N1CCN(c2ccc(Cl)c(Cl)c2)CC1
  3	3%	/	?	14%	0%	-1%	38	38%[7.66 µM]	-6%
CCCOc1ccc(C(=O)O/N=C(\CC)c2ccc(C)cc2)cc1
  -8	3%	-27	2	24%	-3%	9%	-6	21%	-26%
COc1cccc(C(=O)O/N=C(\N)CS(=O)(=O)c2ccccc2)c1
  /	-1%	-12	-1	-3%	-5%	2%	-2	?	1%
CCn1c(SCC(=O)NCC2CCCO2)nnc1-c1ccc(Cl)cc1 (stereo not drawn)
  0	2%	3	1	3%	0%	-3%	1	13%	-2%
COc1ccc(C2C(C(C)=O)=C(O)C(=O)N2c2nccs2)cc1OC (stereo not drawn)
  0	15%	7	0	0%	-1%	-1%	4	1%	22%
CC1(C)Cc2c(c(-c3ccco3)[nH]c(=O)c2C#N)CO1
  -1	-7%	7	0	-2%	-5%	58%[activator]	-6	-6%	21%
Cc1cc(C)c(NC(=O)CNC(=O)COC(=O)C2=COCCO2)c(C)c1
  /	/	1	3	-4%	/	2%	0	8%	/
Cc1cccc(OCC(=O)NNC(=O)C2CCCCC2C(=O)O)c1 (stereo not drawn)
  1	-4%	11	2	1%	/	0%	12	15%	-42%[11.5 µM]
CC(NC(=O)c1ccc(OC2CCN(Cc3ccccn3)CC2)cc1)c1ccccc1 (stereo not drawn)
  -4	-10%	-8	9	-8%	3%	2%	-3	12%	-14%
CCCc1cc(=O)[nH]c(SCC(=O)c2c(N)n(C3CC3)c(=O)[nH]c2=O)n1
  /	/	4	-1	12%	/	-1%	-5	25%	/
CCSC1(SCC)N=C(N)C2(C#N)C(c3ccccc3)NC(C)=C(C)C12C#N (stereo not drawn)
  3	8%	8	-1	1%	0%	4%	-1	-27%	3%
O=C(Cn1cnc2scc(-c3ccccc3)c2c1=O)N1CCOCC1
  0	1%	11	4	/	6%	1%	-16	-6%	-1%
Cc1ccc(F)c(NC(=O)CCc2ccccc2)c1
  0	3%	-9	20	0%	-1%	-3%	-15	-13%	2%
COc1ccc(NS(=O)(=O)c2cc(NC(=O)c3cccs3)ccc2N2CCCC2)cc1
  -1	1%	-29	23	-8%	0%	-4%	-1	3%	5%
COc1ccc(NS(=O)(=O)c2cc(C(=O)N3CCN(C/C=C/c4ccccc4)CC3)ccc2C)cc1
  /	/	2	0	7%	/	-1%	0	-9%	/
NC(=O)c1ccc(NC(=O)CSC(=O)c2ccccc2)cc1
  /	/	4	/	9%	/	-1%	-36	0%	/
O=C(c1c[nH]c(C(=O)C(Cl)(Cl)Cl)c1)c1c(F)cccc1F
  2	-3%	5	-1	-32%	-10%	14%	-2	-47%[inhibitor]	7%
O=C(CN(Cc1ccccc1Cl)C(=O)c1csnn1)NCCc1ccccc1
  0	1%	-8	0	4%	7%	6%	6	4%	5%
CCOC(=O)c1ccc2nc(C)c(CCC(C)=O)c(Cl)c2c1
  3	-3%	1	7	-1%	-1%	-4%	1	-40%[inhibitor]	11%
CC(NC(=O)CCl)c1ccc(Cl)c(Cl)c1 (stereo not drawn)
  4	-2%	-26	7	-1%	0%	3%	-32	-46%[inhibitor]	-1%
CC(C)(C)NC(=O)NC(=O)CN1CCC(Cc2ccccc2)CC1
  -3	2%	-4	18	22%	-1%	3%	-2	?	-8%
CC(C)(C)SCCSC1=CC(=O)CC(c2ccccc2)C1 (stereo not drawn)
  4	?	8	?	25%	3%	3%	-7	-1%	-8%
COc1ccc(N2CC(C(=O)NCc3n[nH]c(=O)c4ccccc34)CC2=O)cc1 (stereo not drawn)
  /	/	-1	-5	-12%	/	3%	2	10%	/
Cc1c(C)n(Cc2ccccc2)c2ncnc(NN)c12
  -5	5%	-20	-5	-5%	-4%	-1%	4	-61%[inhibitor]	1%
CCCN(CC(=O)Nc1ccccc1C)C(=O)c1ccc(COc2ccccc2)cc1
  -1	?	10	-1	-1%	-6%	-4%	9	-2%	-20%
O=C(c1ccc(F)cc1)N1CCN(c2ccc(N3CCOCC3)nn2)CC1
  3	-5%	-21	-2	0%	0%	184%[activator]	-4	-24%	?
COc1ccc(NC(=O)Cn2nnc3sc4c(c3c2=O)CC(C)(C)OC4)cc1
  0	-6%	-12	14	-8%	-2%	-6%	3	0%	?
